Screens (PubChem BioAssay)
SENP8 block-1: SENP8 (human) protease inhibition; recombinant SENP8, Nedd8 substrate fluorescence; inhibition, % at 20 µM; hit rate 0.64% among 360,000; AID 602440; in the data active = inhibition mostly above about 40%, no sharp cut-off; inactive = mostly below about 27%
Apaf1 inhib: human Apaf-1 inhibition | hit rate 0.71% among 330,000 | inhibition, % at 20 µM | reconstituted apoptosome caspase-3 activity, DEVD-Rh110 fluorescence | O14727 | AID 489030; active = inhibition of at least 40% at 20 µM;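 note: plate controls were DMSO wells for no effect and DEVD-CHO caspase inhibitor wells for full effect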
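Medium: Hepes buffer, pH 7.5 / System: biochemical Apaf-1 apoptosome reconstitution / Measured by: Rh110 fluorescence, excitation 480 nm, emission 540 nm / Times: compound with Apaf-1, dATP, procaspase-3 30 min, then 50 min reaction, room temperature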
HKDC1 inhibitor: HKDC1 (human) hexokinase inhibition; recombinant HKDC1, G6PDH/diaphorase resazurin coupled fluorescence; inhibition, % at 20 µM; hit rate 0.16% among 340,000; AID 493160;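 active = inhibition above about 35% when tested at 20 µM, limit read from the data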;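 note: plate controls were DMSO wells with enzyme for no effect and DMSO wells lacking enzyme for full effect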
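Assay system: in-house recombinant HK5 (HKDC1) enzyme. Input: HKDC1 at 5 µg/mL. Medium: Tris pH 8.0 buffer with MgCl2, Tween-20, BSA, BME. Dosing: single 20 µM dose. Schedule: 90 min reaction incubation at room temperature, dark. Signal: resazurin-to-resorufin fluorescence via G6PDH and diaphorase coupling, 525/613 nm. Controls: DMSO-enzyme wells negative, buffer-substituted wells positive.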
NALP3 yeast inh: blocks the NALP3 inflammasome reconstituted in yeast; Yeast reconstituted NLRP3/ASC/caspase-1, beta-gal luminescence, 24 h; inhibition, % at 10 µM; hit rate 0.39% among 330,000; AID 2825;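 active = inhibition of 50% or more; inactive = inhibition below 50%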;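 note: plate controls were induced DMSO wells for no effect and uninduced yeast grown without galactose for full effect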
SENP1 inh: SENP1 (human) catalytic domain inhibition | Q9P0U3 | recombinant SENP1 catalytic domain, CyPet-SUMO1-YPet FRET cleavage | inhibition, % at 10 µM | hit rate 0.21% among 360,000 | AID 624204;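 active = inhibition at least 30% at 10 µM, raw YFP signal under a set limit, fluorescence ratio 0.5 to 1.5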;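 note: 0% = enzyme with DMSO and 100% = no enzyme wells; some results filed as inactive read as strong as hits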
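Assay system – human recombinant His6-tagged SENP1 catalytic domain enzyme · Input – SENP1 enzyme, 20 pM final · Buffer or medium – Tris pH 8 buffer plus EDTA, NaCl, BME, BSA, NP40, catalase · Schedule – 50 min reaction at room temperature · Technique – FRET read of cyan and yellow fluorescence · Control set – no-enzyme wells low, DMSO-plus-enzyme wells high control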
PfG6PD inh: PfG6PD (Plasmodium falciparum) enzyme inhibition; PfGluPho enzyme, NADPH resazurin-diaphorase fluorescence; inhibition, % at 20 µM; hit rate 0.78% among 350,000;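 active = inhibition reaching at least a set limit at 20 µM in the primary screen, cut at about 59% in these data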;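 note: 0% = DMSO wells with substrate and 100% = DMSO wells lacking glucose-6-phosphate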
SENP8 block-2: SENP8 protease inhibition; AID 2540; hit rate 1.2% among 330,000; inhibition, % at 10 µM; Q96LD8; purified SENP8, Z-RLRGG-aminoluciferin cleavage, luminescence; in the data active = inhibition above about 50%
SENP7 block: blocks the human protease SENP7. Q9BQF6. recombinant SENP7, Z-RLRGG-aminoluciferin luminescence, 40 min. inhibition, % at 5 µM. hit rate 1.5% among 330,000;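 active = inhibition above about 50% at the single test dose, limit read from the data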;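 note: plate controls were DMSO with enzyme for no effect and no enzyme buffer wells for full effect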
SENP6 inh: SENP6 protease inhibition | Q9GZR1 | Recombinant SENP6 catalytic domain, aminoluciferin luminescence | inhibition, % at 10 µM | hit rate 1.8% among 330,000 | AID 2599;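 active = inhibition above about 50% at the single tested dose, limit read from the data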;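 note: plate controls were DMSO wells with enzyme for no effect and DMSO wells lacking enzyme for full effect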
* marks the source's active call; other numbers are inactive results; / = no result given.

Screens by letter – A = SENP8 block-1; B = Apaf1 inhib; C = HKDC1 inhibitor; D = NALP3 yeast inh; E = SENP1 inh; F = PfG6PD inh; G = SENP8 block-2; H = SENP7 block; I = SENP6 inh
Cc1c(C(=O)NCC2CCCO2)oc2ccc(S(=O)(=O)N3CC(C)CC(C)C3)cc12 (stereo not drawn)
  A: 5; B: 27; C: 0; D: 23; E: 2; F: 14; G: -5; H: -14; I: -25

Cc1ccc(S(=O)(=O)Nc2ccc(NC(=O)c3c(F)c(F)c(F)c(F)c3F)cc2)cc1
  A: 5; B: 25; C: 8; D: -18; E: 2; F: 23; G: -10; H: -16; I: -20

CCOc1ccccc1-n1c(CN2CCN(C(=O)c3ccco3)CC2)nc2ccccc2c1=O
  A: 9; B: 5; C: -7; D: 13; E: -12; F: -7; G: 1; H: -8; I: 5

COc1cccc(C2C(C(N)=O)=C(C)Nc3nc(-c4ccccc4Cl)nn32)c1 (stereo not drawn)
  A: -3; B: -4; C: 0; D: 1; E: 3; F: 22; G: 3; H: 4; I: 8

Cc1ccccc1C(=O)Nc1cccc(-c2cn3ccccc3n2)c1
  A: -385; B: 12; C: 2; D: 5; E: 3; F: 2; G: -10; H: 1; I: -6

CSc1ccc(C2C(C(=O)c3ccco3)=C(O)C(=O)N2c2nnc(SC)s2)cc1 (stereo not drawn)
  A: -75; B: 2; C: 12; D: -1; E: 27; F: 1; G: 43; H: 10; I: 75*

COc1cc(OC)cc(C(=O)Nc2ccc(S(=O)(=O)Nc3cnc4ccccc4n3)cc2)c1
  A: -386; B: 10; C: 1; D: 1; E: 2; F: -40; G: 7; H: 1; I: -2

COc1ccc2nc(N3C(=O)CC(Cc4ccc(Cl)cc4)C3=O)sc2c1 (stereo not drawn)
  A: 9; B: 8; C: 4; D: 21; E: 1; F: -13; G: -1; H: -2; I: 1

Cc1ccc(C)c(Sc2ccc(NC(=O)CCl)cc2)c1
  A: /; B: 16; C: 21; D: 81*; E: /; F: -13; G: -3; H: 10; I: -38

CC(c1ccccc1)n1cnc2ccccc2c1=O (stereo not drawn)
  A: 5; B: -11; C: -5; D: -9; E: -2; F: -7; G: 1; H: 2; I: -10

Some entries already given, showing only SENP8 block-2.
| canonical_smiles | SENP8 block-2 |
| --- | --- |
| Cc1c(C(=O)NCC2CCCO2)oc2ccc(S(=O)(=O)N3CC(C)CC(C)C3)cc12 (stereo not drawn) | -5 |
| Cc1ccc(S(=O)(=O)Nc2ccc(NC(=O)c3c(F)c(F)c(F)c(F)c3F)cc2)cc1 | -10 |
| CCOc1ccccc1-n1c(CN2CCN(C(=O)c3ccco3)CC2)nc2ccccc2c1=O | 1 |
| COc1cccc(C2C(C(N)=O)=C(C)Nc3nc(-c4ccccc4Cl)nn32)c1 (stereo not drawn) | 3 |

Carrying on.
Screens by letter – A = SENP8 block-1; B = Apaf1 inhib; C = HKDC1 inhibitor; D = NALP3 yeast inh; E = SENP1 inh; F = PfG6PD inh; G = SENP8 block-2; H = SENP7 block; I = SENP6 inh
COc1ccc(/C=C2\SC(=O)N(CCNC(=O)Cc3coc4cc(OC)ccc34)C2=O)cc1
  A: -13; B: 32; C: -3; D: -13; E: 0; F: -3; G: -11; H: -15; I: -8

Cc1ccc(C(=O)N/N=C\c2ccncc2)s1
  A: 6; B: 5; C: -8; D: 14; E: 0; F: 15; G: 2; H: 4; I: 15

COc1ccc(Cl)cc1NS(=O)(=O)c1ccc(OC)c(OC)c1
  A: 14; B: -7; C: -1; D: 10; E: 2; F: -18; G: -10; H: -4; I: -5

Cc1cccc(C(=O)Nc2ccccc2SCC2CSc3nc4ccccc4c(=O)n32)c1 (stereo not drawn)
  A: 15; B: 0; C: 7; D: 2; E: 3; F: 5; G: 1; H: 3; I: -27

COc1cc(C(=O)NNC(=O)c2ccccc2Br)ccc1OCC(=O)N1CCOCC1
  A: 9; B: 0; C: 4; D: -3; E: 1; F: 5; G: 7; H: 0; I: 8

CCc1noc(C)c1C(=O)N1CCCC(N2CCN(c3ccccc3F)CC2)C1 (stereo not drawn)
  A: 3; B: -2; C: -1; D: 17; E: 1; F: 4; G: 1; H: -5; I: 8

O=C(NCc1ccco1)c1cccc2c1C(=O)c1ccc(N3CCC(Cc4ccccc4)CC3)cc1S2(=O)=O
  A: -8; B: 11; C: -2; D: 13; E: -23; F: 8; G: -10; H: -9; I: 0

O=C(NCCCNC(=O)c1ccccn1)c1ccc(Br)cc1
  A: 8; B: -16; C: 3; D: 6; E: 0; F: 17; G: 2; H: 4; I: 8

COc1ccc(S(=O)(=O)N(C)C)cc1NC(=O)CSc1nnc(-c2cccnc2)o1
  A: 1; B: -11; C: -3; D: 0; E: 0; F: 4; G: 7; H: 6; I: 6

Cc1cccc(OCC(=O)OC(C)C(=O)Nc2ccc(Cl)cn2)c1 (stereo not drawn)
  A: 14; B: 9; C: -3; D: 7; E: 5; F: 1; G: -1; H: -2; I: -2

CCOC(=O)C1=NN(c2ccc(F)cc2)C2=NC(C)=C(C(=O)OC)C(c3cccs3)N12 (stereo not drawn)
  A: 5; B: 16; C: -1; D: -1; E: -2; F: -1; G: 4; H: 6; I: 6

COCCCNC(=O)CN1CCN(Cc2ccc(Cl)cc2)C1=O
  A: 14; B: -1; C: -4; D: 14; E: 2; F: 13; G: -6; H: -2; I: 11

C=CCN(c1ccccc1OC)S(=O)(=O)c1cccc(C(=O)Nc2nnc(C3CC3)s2)c1
  A: -23; B: -2; C: 1; D: 10; E: 1; F: -13; G: 2; H: -1; I: 2

CC1CCCC(C)N1CC(O)COCc1ccccc1F (stereo not drawn)
  A: 21; B: 2; C: -4; D: 6; E: -3; F: 3; G: -2; H: 1; I: 9

CC(C)CN1C(=O)/C(=C/c2ccco2)NC1=S
  A: 18; B: 5; C: -7; D: 9; E: 24; F: 37; G: -1; H: 5; I: 11

CCC(=O)N1CCN(c2cc(N3CCCC3)c(F)cc2[N+](=O)[O-])CC1
  A: 31; B: -11; C: -6; D: 31; E: -2; F: -10; G: 3; H: -3; I: 3

CC(=O)c1ccc(-n2c(CCC(=O)O)ccc2-c2ccc(Br)cc2)cc1
  A: 10; B: 8; C: 5; D: 19; E: -12; F: -19; G: 0; H: 0; I: -3

COc1cccc(NC(=O)CSc2nc3n[nH]c(C)c3c(=N)n2-c2cccc(OC)c2)c1
  A: -14; B: -7; C: 0; D: -4; E: 1; F: -6; G: 1; H: -1; I: -8

O=C(Nc1ccc2c(c1)OCCO2)c1ccncc1
  A: -78; B: 0; C: 4; D: 1; E: 0; F: 21; G: -4; H: 5; I: 10

CCc1nnc(NC(=O)c2ccc(S(=O)(=O)N3CCc4ccccc4C3)cc2)s1
  A: 4; B: 6; C: -6; D: 19; E: 1; F: -20; G: -4; H: 2; I: -3

O=C(Nc1nc2ccccc2[nH]1)C1CCCO1 (stereo not drawn)
  A: 24; B: -31; C: -11; D: 0; E: 3; F: 18; G: -7; H: 1; I: -20

O=C(O)c1ccc(/C=C2\COc3ccccc3C2=O)cc1
  A: 0; B: 19; C: 5; D: 11; E: -1; F: -15; G: -6; H: -42; I: -17

O=c1oc(Cc2ccccc2)nc2ccccc12
  A: 2; B: 0; C: 0; D: 16; E: 2; F: 16; G: 17; H: 2; I: 14

CCOC(=O)C1=C(COC(=O)/C=C/c2cccc(OC)c2OC)NC(=O)NC1C (stereo not drawn)
  A: -281; B: 13; C: 5; D: 22; E: 0; F: -13; G: 2; H: 0; I: -20

CC(CN1C(C)CCCC1C)OC(=O)c1ccc(Cl)cc1 (stereo not drawn)
  A: 8; B: 9; C: -11; D: 12; E: -2; F: 3; G: -4; H: -5; I: -32

CCN(c1nc(C)cc(OC)n1)S(=O)(=O)c1ccccc1
  A: 14; B: 9; C: -2; D: -36; E: 1; F: -23; G: -3; H: -4; I: -28

CCOc1ccc(S(=O)(=O)Nc2ccc(C(=O)NCCCN3CCCC3=O)cc2)cc1
  A: 11; B: 0; C: -1; D: 6; E: -2; F: -20; G: -11; H: 10; I: -17

CCN(C(=O)CSc1nc2ccc(C)cc2[nH]1)C1CCS(=O)(=O)C1 (stereo not drawn)
  A: 7; B: 5; C: -7; D: 10; E: 1; F: 2; G: -15; H: 4; I: -13

COC(=O)CCCCCN1C(=O)NC(c2ccccc2)C(C(=O)OCc2ccccc2)=C1C (stereo not drawn)
  A: -4; B: 31; C: 4; D: 8; E: 0; F: -2; G: -8; H: 4; I: -3

COc1ccc(S(=O)(=O)N(CC(=O)NC2CC2)C2CCCCC2)cc1Cl
  A: 14; B: -12; C: -6; D: 1; E: 0; F: 8; G: 8; H: 11; I: 2

COc1ccc(CCNC(=O)C(=O)c2cn(CC(=O)N3CCOCC3)c3ccccc23)cc1
  A: 7; B: -12; C: -5; D: 5; E: -2; F: 16; G: 4; H: -1; I: 13

Cc1ccc(S(=O)(=O)Nc2ccccc2-c2ccccc2NS(=O)(=O)c2ccc(C)cc2)cc1
  A: 18; B: 21; C: 6; D: 13; E: 0; F: -10; G: 10; H: 0; I: 15

COc1ccccc1N1CCN(CC(=O)c2c(C)[nH]c3cc(C)ccc23)CC1
  A: 18; B: 8; C: -3; D: 29; E: -2; F: -4; G: -8; H: 10; I: -10

O=C(O)c1ccc(S(=O)(=O)c2ccccc2C(=O)O)c([N+](=O)[O-])c1
  A: 20; B: -2; C: -2; D: 21; E: 3; F: 12; G: 6; H: 11; I: -2

CCOC(=O)C1=C(CN2CCN(C(=O)c3ccco3)CC2)NC(=O)NC1c1ccc(F)cc1 (stereo not drawn)
  A: 4; B: 1; C: -2; D: 10; E: 2; F: -5; G: 9; H: 2; I: -16

CC(C)S(=O)(=O)c1csc(NC(=O)Nc2cc(Cl)ccc2Cl)c1Cl
  A: 7; B: 14; C: 3; D: 0; E: -1; F: 86*; G: 8; H: 5; I: -8

CC1CCN(c2nc3c(c(=O)[nH]c(=O)n3C)n2Cc2ccccc2)CC1
  A: 15; B: 5; C: -1; D: -7; E: 3; F: -27; G: 5; H: 4; I: -1

O=C(CCSCCC(=O)NCC1CCCO1)NCC1CCCO1 (stereo not drawn)
  A: 4; B: -2; C: 0; D: 0; E: 1; F: -4; G: -3; H: 6; I: -15
